Screening data as filed in PubChem BioAssay.
Cl transport mod = KCC2 cotransporter modulators, thallium flux, primary screen, cell-based, HEK293 KCC2, FluoZin-2 fluorescence, MLSMR; B-score of Tl+ flux slope (higher = more flux/activation; lower = inhibition) at 10 µM; AID 1456, 2008; Solute carrier family 12 member 5 (Homo sapiens), Q9H2X9; KCC2 cells, thallium flux FluoZin-2 fluorescence; 190,000 tested, 2.2% active;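 active = thallium flux slope and its plate-corrected score both differing from the plate sample mean at a set confidence after two filtering rounds, in either direction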;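 note: slope of fluorescence scaled to starting intensity during 10 to 20 s after thallium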
Tb hexokinase = Trypanosoma brucei hexokinase 1 inhibitors, primary screen, biochemical, G6PDH-coupled NADH absorbance, MLSCN library | recombinant TbHK1, G6PDH-coupled NADH A340 | inhibition, % at 10 µM | 220,000 tested, 0.11% active | AID 1430, 2008;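 active = inhibition of 50% or more in the single-dose primary screen; inactive = inhibition below 50%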
Furin inhibitor = human furin inhibitors, primary screen, biochemical, fluorescence intensity; P09958; purified furin, fluorogenic substrate cleavage; inhibition, % at 30 µM; 220,000 tested, 0.061% active; in the data active = inhibition above about 25%; note: inactives centre near -15
PPC-1+TRAIL kill = compounds killing PPC-1 cancer cells with TRAIL present, primary screen, TRAIL potentiator project, ATPLite luminescence, uHTS; PPC-1 cells + TRAIL, ATPLite viability luminescence; cell killing (% activity), % at 4 µM; 220,000 tested, 0.41% active; AID 1443, 2008;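 active = cell killing above 50% in the first pass at 4 µM, then a duplicate retest at 5 µM averaging 50% or more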;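 note: plate controls were cells with TRAIL plus DMSO for no effect and medium-only wells lacking cells for full effect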
TRPN1 ag = zebrafish TRPN1 channel agonists, primary screen, cell-based, HEK293, calcium fluorescence. transient receptor potential cation channel N1 (TRPN1/NompC), Danio rerio. 220,000 tested, 0.18% active. AID 1424, 2008. activation, % at 3 µM. HEK293 zebrafish TRPN1-YFP, Fluo-8 calcium fluorescence; 100% = response to 87 µM carbachol;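 active = activation above its plate's cutoff, the mean activation of test wells on that plate plus 3 SD, cut at about 19% in these data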;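 note: 0% = DMSO alone and 100% = 87 µM carbachol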
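Control set: carbachol 87 µM as high control, DMSO as low control; system: HEK293 stable line with zebrafish TRPN1-YFP; read-out: % activation versus carbachol response; detection: intracellular calcium fluorescence with Fluo-8; doses: single test compound dose, 3 µM nominal, 0.3% DMSO; schedule: dye 1 h 37 °C plus 30 min RT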
Calpain2 inh = inhibitors of pig calpain II, primary screen, biochemical, fluorogenic peptide substrate, 1536-well; purified calpain II, 30 min; inhibition, % at 16 µM; 220,000 tested, 0.37% active; AID 1236, 2008;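 active = inhibition above about 50%, limit read from the data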
EBV gp42 block = Epstein-Barr virus gp42 inhibitors, primary screen, biochemical, uHTS, fluorescence polarization. Glycoprotein 42 (Epstein-Barr virus (strain AG876)), Q1HVG2. Fluorescence polarization binding assay, mP read-out. inhibition, % (tested at 21.74 µM). 220,000 tested, 0.42% active. AID 1085, 2008; in the data active = inhibition above about 50%
Target sequence (Q1HVG2 whole entry, looked up): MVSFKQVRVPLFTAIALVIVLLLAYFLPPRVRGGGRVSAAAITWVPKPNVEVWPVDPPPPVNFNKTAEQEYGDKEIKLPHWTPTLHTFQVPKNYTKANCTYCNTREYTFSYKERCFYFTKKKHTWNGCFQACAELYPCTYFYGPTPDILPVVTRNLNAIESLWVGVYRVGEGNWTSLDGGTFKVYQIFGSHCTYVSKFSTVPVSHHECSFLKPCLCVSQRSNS
thrombin 1536 = human alpha-thrombin inhibitors, primary screen, counter-screen for coagulation protease inhibitor project, biochemical, 1536-well, fluorogenic AMC substrate | Boc-VPR-AMC fluorogenic substrate cleavage | Prothrombin (Homo sapiens), P00734 | 220,000 tested, 0.26% active | inhibition, % at 5 µM;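 active = inhibition at or above 40%; inactive = inhibition below 40%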;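 note: 0% = enzyme with no compound and 100% = wells without enzyme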
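System: Human alpha-thrombin protein | Medium: pH 7.5 Tris (50 mM) with NaCl 150 mM, Tween 20 0.05% | Times: Enzyme reaction carried out at room temperature | Detection: AMC fluorescence, 355/460 nm | Evaluation: Percent inhibition scaled between no-compound controls and no-enzyme blanks | Benchmarks: Enzyme without compound as high, wells lacking enzyme as low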
TRPML3 ag = human TRPML3 channel agonists, primary screen, cell-based, HEK293 TRPML3-YFP, Fluo-8 calcium fluorescence, 3 µM. 220,000 tested, 0.29% active. 100% = the carbachol control signal. activation, % at 3 µM;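 active = activation above its plate's cutoff, the mean activation of the plate's test wells plus 3 SD, cut at about 12% in these data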;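 note: 0% = DMSO only wells and 100% = carbachol wells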
Target sequence (Q8TDD5 whole entry, looked up): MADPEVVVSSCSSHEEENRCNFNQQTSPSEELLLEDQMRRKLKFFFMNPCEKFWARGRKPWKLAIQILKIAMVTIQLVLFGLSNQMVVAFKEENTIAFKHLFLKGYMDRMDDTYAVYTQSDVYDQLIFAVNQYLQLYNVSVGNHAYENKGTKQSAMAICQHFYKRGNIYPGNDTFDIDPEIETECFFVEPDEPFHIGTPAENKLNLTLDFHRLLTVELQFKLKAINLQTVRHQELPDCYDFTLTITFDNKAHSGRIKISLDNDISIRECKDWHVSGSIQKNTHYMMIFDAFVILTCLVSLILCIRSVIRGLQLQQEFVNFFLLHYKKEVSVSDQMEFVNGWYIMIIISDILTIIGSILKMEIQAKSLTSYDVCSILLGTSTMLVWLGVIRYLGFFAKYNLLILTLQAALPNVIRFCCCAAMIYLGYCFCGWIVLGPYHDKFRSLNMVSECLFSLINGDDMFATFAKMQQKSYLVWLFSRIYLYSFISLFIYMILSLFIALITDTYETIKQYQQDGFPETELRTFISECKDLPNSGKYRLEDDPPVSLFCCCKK
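Material: TRPML3-YFP stable HEK293 cells | Dosing: One concentration, 3 µM nominal, 0.3% DMSO | Timing: 125 s total fluorescence read per well | Technique: Fluo-8 calcium dye fluorescence, ex 470-495, em 515-575 nm | Measure: Percent activation from peak-to-basal fluorescence ratio, scaled between DMSO and carbachol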
Starred values were filed as active, the others as inactive; i = inactive; · = no result given; [ ] = another dose, or the depositor's remark. Hits appear at their usual frequency; any-hit rate near 3.6%.

nr	canonical_smiles	Cl transport mod	Tb hexokinase	Furin inhibitor	PPC-1+TRAIL kill	TRPN1 ag
1	O=C(/C=C/c1ccc(OCc2c(F)cccc2Cl)cc1)N1CCOCC1	-2.4	-5	-11	8	-2.8
2	CCN(CC)S(=O)(=O)c1ccc(C2=NOC3(C2)N(C)c2ccccc2C3(C)C)cc1 (centres undefined)	0.14	17	-14	30	-0.3
3	CCOC(=O)N1CCN(C(=O)CSc2nc3c(cnn3-c3ccc(C)cc3)c(=O)[nH]2)CC1	-1.1	-9	-31	14	0.8
4	CCOC(=O)c1ccc(N2C(=O)CC(Nc3ccc(CCO)cc3)C2=O)cc1 (centres undefined)	0.91	1	-17[20 µM]	24	0.3
5	CCC(C(=O)O)n1nc(-c2ccccc2)c2cc(Cl)ccc21 (centres undefined)	-0.6	-1	-15	2	-1.8
6	Cc1c(-n2c(O)c(C3=c4ccccc4=NC3=O)sc2=S)c(=O)n(-c2ccccc2)n1C	·	0	-9	12	2.0
7	CCN(CC)CCCN=Cc1c(O)n(-c2ccc(C)cc2)c(=O)c2ccccc12	-0.62	-21	-10	-4	0.0
8	Cc1cc(=O)[nH]c(SCC(=O)N2CCC(C(N)=O)CC2)n1	0.075	5	-23[20 µM]	6	1.5
9	Cn1cnnc1SCC(=O)c1cc2ccccc2oc1=O	0.62	-3	-11[20 µM]	22	-0.5
10	Cc1cccc(N2CCN(C(=O)C(Cc3ccccc3)n3cccc3)CC2)c1C (centres undefined)	-0.0027	8	-2	-6	0.1
11	COc1ccc(CCNC(=O)C2CCC(CNS(=O)(=O)c3ccc(F)cc3)CC2)cc1OC (centres undefined)	1.3	3	-22	10	-0.2
12	O=C(O)CC(NC(=O)C1c2ccccc2Oc2ccccc21)c1ccc(Cl)cc1 (centres undefined)	-0.39	-2	-10	12	-0.4

nr	Calpain2 inh	EBV gp42 block	thrombin 1536	TRPML3 ag
1	22	2	6	-2.1
2	-25	-12	-6	0.9
3	-6	-8	-5	0.5
4	-9	-13	3	0.3
5	-12	-3	-12	0.3
6	31	23	-1	0.9
7	0	-6	-9	0.7
8	18	7	-3	0.9
9	-22	-14	-4	1.3
10	-2	1	-10	-0.4
11	-23	-16	-8	0.3
12	-20	-1	-5	-0.7

Along the list, quoted from above:
thrombin 1536 for nos. 1–12 → 6, -6, -5, 3, -12, -1, -9, -3, -4, -10, -8, -5
Furin inhibitor for nos. 1–12 → -11, -14, -31, -17[20 µM], -15, -9, -10, -23[20 µM], -11[20 µM], -2, -22, -10

Later entries
nr	canonical_smiles	Cl transport mod	Tb hexokinase	Furin inhibitor	PPC-1+TRAIL kill	TRPN1 ag
13	O=C(Nc1ccc(N2C(=O)C3C4C=CC(C4)C3C2=O)cc1)Nc1cccnc1 (centres undefined)	·	-1	-28[20 µM]	21	-0.1
14	COc1ccc(CC(=O)Nc2ccc(C(=O)Nc3ccccc3C(=O)O)cc2)cc1OC	-0.98	-1	-17	6	0.1
15	O=C1CC(c2ccco2)Cc2c1cnn2-c1nc2ccccc2s1 (centres undefined)	-0.067	-9	-6	-1	1.8
16	Cn1c(=O)c2c(nc(N3CCOCC3)n2CCNC2=NCCC2)n(C)c1=O	-0.032	4	-9[20 µM]	·	-0.5
17	C/C(=N\OC(=O)c1ccc(OC(C)C)cc1)c1ccc(C)c(C)c1	0.71	5	-8[20 µM]	-22	-0.9
18	COc1cccc(/C=N/n2cnc3cc(C)c(C)cc32)c1OC	0.29	-19	-16	6	-0.4
19	CCOC(=O)c1[nH]c(C)c(C(=O)c2ccc(C)cc2)c1C	-0.18	-10	-9[20 µM]	-7	-1.8
20	O=C(NCc1cccnc1)c1cccs1	0.98	-1	-22	8	0.6
21	O=C(CSc1nccn1-c1ccccc1)NCc1ccc2c(c1)OCO2	0.069	5	-23[20 µM]	-1	0.2
22	COc1cccc(-n2c(Cc3cc(=O)[nH]c(=O)[nH]3)nnc2SCC(=O)Nc2ccccc2)c1	1.5	-13	-13	-17	0.3
23	O=c1nc(SCc2c(F)cccc2Cl)nc(-c2ccccc2)[nH]1	-1.5	-14	-19	16	1.3
24	Cc1ccc(OCC(=O)Nc2ccccc2-c2ccccc2)cc1	-0.28	9	-13[20 µM]	·	-0.2

nr	Calpain2 inh	EBV gp42 block	thrombin 1536	TRPML3 ag
13	-4	-12	-8	-0.4
14	-9	1	-7	0.2
15	10	0	-1	0.2
16	·	·	·	0.3
17	5	-5	-17	1.1
18	-7	-10	2	0.1
19	-6	-14	0	-1.2
20	19	-4	-1	1.1
21	-1	-7	-7	0.4
22	6	-9	0	0.4
23	9	-22	-1	0.7
24	-2	-5	2	3.2

Remaining list, next part
nr	canonical_smiles	Cl transport mod	Tb hexokinase	Furin inhibitor	PPC-1+TRAIL kill	TRPN1 ag
25	O=C(NN=C(Cc1ccccc1)Cc1ccccc1)c1ccncc1	3.5	-14	-15	-1	-2.2
26	CCOc1ccc(NC(N)=O)cc1	0.3	60*	-11	14	0.2
27	CCNc1nc2c(c(=O)[nH]c(=O)n2C)n1Cc1ccc(F)cc1	1.2	0	-10	8	0.6
28	COc1cc(NC(=O)CN2CCN(c3ccccc3F)CC2)c(C)cc1[N+](=O)[O-]	0.92	-14	2	5	-0.7
29	Cc1ccccc1CN1C[C@@H]2C[C@@H](c3cn(C)nc3-c3ccccc3)N3CCC[C@@]23C1=O	0.85	0	-2	10	-0.8
30	O/N=C/c1cccnc1Sc1ccccc1	0.0062	0	-22	-6	-2.7
31	Cc1ccccc1C(=O)O/N=C(\N)c1cccc([N+](=O)[O-])c1	-0.89	-1	-18	36	-1.0
32	Clc1ccc(-c2nn3c(-c4ccccc4)nnc3s2)cc1	-1.6	2	-23	15	-2.8
33	CC(C)CCn1c(NCCN(C)C)nc2c1c(=O)[nH]c(=O)n2C	1.3	2	-14	-10	0.7
34	O=C(NC(=S)Nc1ccc(N2CCCCC2)c(Cl)c1)c1ccc2c(c1)OCCO2	-0.89	-14	-11[20 µM]	12	-0.2
35	CC(C)COP(=O)(OCC(C)C)C(O)c1ccc(F)cc1 (centres undefined)	0.089	7	-6	11	-1.3
36	O=C(NNC(=O)c1sc2ccccc2c1Cl)Nc1ccc(Cl)cc1	-0.31	15	-15[20 µM]	14	1.3

nr	Calpain2 inh	EBV gp42 block	thrombin 1536	TRPML3 ag
25	5	-5	-9	0.1
26	-5	-7	16	0.4
27	12	-20	-8	0.7
28	27	0	3	0.9
29	-158	-20	3	-0.4
30	-5	2	-7	0.0
31	7	-12	-6	-0.2
32	-61	-16	1	0.5
33	5	-20	-4	0.2
34	-13	-18	0	1.7
35	9	-6	-5	0.3
36	31	1	-4	-0.4

Compound profiles, from the list above. Screens in order: Cl transport mod	Tb hexokinase	Furin inhibitor	PPC-1+TRAIL kill	TRPN1 ag	Calpain2 inh	EBV gp42 block	thrombin 1536	TRPML3 ag
Cc1cccc(N2CCN(C(=O)C(Cc3ccccc3)n3cccc3)CC2)c1C (centres undefined) as listed: -0.0027	8	-2	-6	0.1	-2	1	-10	-0.4
O/N=C/c1cccnc1Sc1ccccc1 as listed: 0.0062	0	-22	-6	-2.7	-5	2	-7	0.0
CCN(CC)CCCN=Cc1c(O)n(-c2ccc(C)cc2)c(=O)c2ccccc12 as listed: -0.62	-21	-10	-4	0.0	0	-6	-9	0.7
O=C(NNC(=O)c1sc2ccccc2c1Cl)Nc1ccc(Cl)cc1 as listed: -0.31	15	-15[20 µM]	14	1.3	31	1	-4	-0.4

A few values from the list.
no. 28 | thrombin 1536 = 3
no. 26 | Cl transport mod = 0.3
no. 27 | thrombin 1536 = -8

Additional results
nr	canonical_smiles	Cl transport mod	Tb hexokinase	Furin inhibitor	PPC-1+TRAIL kill	TRPN1 ag
37	COC(=O)c1ccc2c(=O)n(Cc3ccco3)c(SCC(=O)Nc3ccc(C)c(Cl)c3)nc2c1	0.0051	11	-10[20 µM]	12	2.0
38	COc1cc2c(cc1OC)C(=O)CCS2	-0.44	-21	-18[20 µM]	23	-0.1
39	Cc1ccc(C)c(-n2cc(-c3ccc(Cl)cc3)nc2SCC(=O)NC2CCS(=O)(=O)C2)c1 (centres undefined)	0.54	0	-8	-6	-2.4
40	COc1ccc(CC(=O)NC(C)c2nnc(SCC(=O)Nc3ccccc3)n2C)cc1 (centres undefined)	-0.19	4	-26	-4	-0.8
41	CC(C)=NNC(=O)C1=NNC(=O)C1	0.012	-8	-23	20	0.3
42	CCOc1ccc(Cn2c(C)nc([N+](=O)[O-])c2SCC(O)CCl)cc1[N+](=O)[O-] (centres undefined)	0.19	1	-5[20 µM]	26	0.0
43	C=CCc1cccc2cc(C(=O)NC3CCCC3)c(=O)oc12	-0.29	-7	-21	5	-1.6
44	O=C(NCCSc1ccccc1)c1cncc(Br)c1	0.56	7	-9[20 µM]	16	2.4
45	CCCCc1nc2n[nH]c(N)c2c2c1CSC(C)(C)C2	0.056	-4	-18[20 µM]	-6	0.3
46	CC(C)(C)C(=O)Nc1nnc(SCc2cccc(F)c2)s1	0.063	2	-17	16	1.4
47	O=C1CC(c2ccccc2)CCc2sccc2N1 (centres undefined)	-0.13	-5	-13[20 µM]	8	-0.4
48	O=c1c2ccccc2nc2n1C(CSCc1ccccc1)CS2 (centres undefined)	-1.5	-2	-9[20 µM]	6	-0.5

nr	Calpain2 inh	EBV gp42 block	thrombin 1536	TRPML3 ag
37	-174	-10	-6	0.4
38	i	12	-3	0.7
39	13	-19	12	-0.3
40	-19	-17	2	0.1
41	1	-2	-2	1.1
42	-14	-17	1	0.5
43	0	3	2	0.6
44	25	-7	1	0.3
45	20	1	-2	0.8
46	25	8	4	1.1
47	21	5	8	0.2
48	1	-3	-5	0.3

Next results
nr	canonical_smiles	Cl transport mod	Tb hexokinase	Furin inhibitor	PPC-1+TRAIL kill	TRPN1 ag
49	COc1ccccc1CCc1nnc(CCC(=O)NCC[C@@H]2C[C@@H]3C=C[C@H]2C3)o1	·	-3	-16	3	0.0
50	O=C1CC(c2ccccc2)n2nc(NS(=O)(=O)c3ccccc3)nc2N1 (centres undefined)	·	5	-7	20	0.0
51	CCC(O)CNc1nc(-n2nc(C)cc2C)nc2sc3c(c12)CC(C)(C)OC3 (centres undefined)	-1.7	1	1[20 µM]	1	-0.3
52	CCOc1ccc(Nc2cc(C)nc(N3CCOCC3)n2)cc1	0.44	-1	-24	2	-0.7

nr	Calpain2 inh	EBV gp42 block	thrombin 1536	TRPML3 ag
49	3	-10	-10	0.7
50	-23	-8	-1	0.8
51	-25	3	3	-1.0
52	-3	-17	3	0.0
